B2AR arrestin = agonists driving beta-arrestin recruitment to human beta2-adrenergic receptor | AID 492947 | 0.02% of 330,000 active | Potency, µM (titrated, usually from 46.1 µM), for the others: top-dose activation, actives largely listed as activators | beta-arrestin recruitment to beta2AR, cell-based reporter;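 also: potency is read from the fitted curve at half-maximal effect; 0% = DMSO controls and full agonism = EC100 isoproterenol or metaproterenol; nearly all actives have a fitted effect of over 65% in size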
Target sequence (P07550 whole entry, looked up): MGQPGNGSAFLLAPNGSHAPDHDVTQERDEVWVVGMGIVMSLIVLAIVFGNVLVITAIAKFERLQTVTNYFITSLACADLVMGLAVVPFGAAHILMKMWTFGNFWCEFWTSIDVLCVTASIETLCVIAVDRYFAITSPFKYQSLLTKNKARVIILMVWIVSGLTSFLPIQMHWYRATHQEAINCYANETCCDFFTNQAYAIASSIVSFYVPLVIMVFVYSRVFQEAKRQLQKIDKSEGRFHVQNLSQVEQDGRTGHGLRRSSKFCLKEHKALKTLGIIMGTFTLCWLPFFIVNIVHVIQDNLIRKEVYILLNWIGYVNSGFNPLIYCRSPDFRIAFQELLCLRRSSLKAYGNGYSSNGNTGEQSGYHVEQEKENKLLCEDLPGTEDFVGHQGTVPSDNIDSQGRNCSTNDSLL
TRPV1 agonist = human TRPV1 agonism | Q8NER1 | TRPV1-expressing cells, Fluo-8 calcium influx, agonist mode | activation, % at 8.33 µM | 0.19% of 320,000 active; in the data active = activation above about 80%; inconclusive = between about 30% and that limit; also: 0% is about no effect
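Cells expressing TRPV1 were dye-loaded with Fluo-8 and read kinetically: 10 s baseline, 3 min after compound (agonist portion), then 2 min after EC20 capsaicin (allosteric enhancer portion). Calcium-bound dye fluorescence at 480/520 nm.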
ELG1 genotox = inducers of genotoxicity in HEK293T ELG1-luciferase cells | Potency, µM (top dose mostly 46 µM), for inactives: at the top dose activity change, positive = activation, usual class: activators | 1.3% of 330,000 active | HEK293T ELG1-luciferase reporter, luminescence, 16 h; also: potency is read from the fitted curve at half-maximal effect; % of control where 0% means no effect; nearly all actives have a fitted effect of over 60% in size
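16 hr compound incubation (37 °C, 5% CO2) of HEK293T cells carrying luciferase-tagged ELG1; luciferase then measured by ONE-Glo luminescence after 30 min at RT.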
Eya2 inh = Eya2 (human) phosphatase inhibition; O00167; recombinant Eya2, OMFP fluorescence dephosphorylation (OMFP is methylfluorescein phosphate); Potency, µM (top dose mostly 76.9 µM), for inactives: at the highest dose activity, negative = inhibition, usual class: inhibitors; 0.006% of 330,000 active; AID 488837; also: potency is read from the fitted curve at half-maximal effect; % is scaled to controls: 0 for no effect and ±100 for the full control effect
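Eya2 (0.2 uM) preincubated 10 min at ambient with compound, then OMFP substrate added at 50 uM; 10 min reaction in 50 mM HEPES pH 7.5, 50 mM NaCl, 5 uM MgCl2, 0.05% BSA, 1 mM DTT. Fluorescence read at Ex 485/Em 525 nm.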
BRCA1 expr act = activators of BRCA1 expression; MCF7-BRCA1-FFLuc reporter, luminescence, 48 h; response scale: scaled: vehicle 0%, 10 µM genistein 100%; Potency, µM (top dose mostly 46.1 µM), for inactives: at the highest dose activation, hits mostly activators; 1.1% of 380,000 active; also: potency is read from the fitted curve at half-maximal effect; nearly all actives have a fitted effect of over 80% in size; some results filed as inactive show a strong effect at the top dose
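First, MCF7-BRCA1-FFLuc cells (2000/well) attach for 2 h; next, compounds are pin-added and incubated 48 h at 37 °C; finally, luciferase reagent is added and luminescence read after 15 min.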
ASM inhibitor = human S-ASM enzyme inhibition. placental ASM, HMU-PC fluorogenic substrate, 60 min. 0.006% of 340,000 active. P17405. Potency, µM (doses to about 57.5 µM), inactives show at the highest dose activity change, negative = inhibition, usual class: inhibitors; also: potency is read from the fitted curve at half-maximal effect
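Human placenta-derived ASM preincubated with compound 10 min at room temperature, then reacted with 9 uM (final) fluorogenic HMU-PC substrate for 60 min at 37 C. Stop solution raises pH to 10; fluorescence read at Ex 386/Em 447 nm.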
a7 integrin act = integrin-mediated muscular dystrophy alleviation activation | alpha7betagal myoblasts, beta-gal FDG fluorescence, 48 h | Potency, µM (titrated, usually from 38.3 µM), for inactives: top-dose activation, actives largely listed as activators | 0.064% of 350,000 active | AID 624291;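 also: potency is read from the fitted curve at half-maximal effect; 100% = response of the positive control SU9516; nearly all actives have a fitted effect of over 60% in size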
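alpha7betagal+/- myoblasts (passage 13, 250/well) treated 48 h at 37C with compounds at 1:260 dilution of DMSO stock. Lysed, then beta-galactosidase activity read as FDG fluorescence (ex 480/em 540) after 30 min, with pre-read for autofluorescence.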
uPA surface inh = blocks generation of uPA at the cell surface. 0.31% of 330,000 active. Potency, µM (series often up to 38.3 µM), for the others: at the top dose activity change, negative = inhibition, actives largely listed as inhibitors. cell surface uPA generation assay, qHTS; active = well fitted inhibition curve with a large enough effect; inconclusive = small, poorly fitted or top-dose-only effect; inactive = no such curve, though single readings can be large or run the other way; tested in mouse RAW 264.7 cells; also: potency is read from the fitted curve at half-maximal effect; % is scaled to controls: 0 for no effect and ±100 for the full control effect; nearly all actives have a fitted effect of over 55% in size
USP2a inh = blocks human ubiquitin-specific protease USP2a; O75604; USP2 core, Ub-CHOP2 coupled fluorogenic reporter, 485/531; Potency, µM (top dose mostly 38.3 µM), inactives show at the highest dose activity change, negative = inhibition, most hits filed as inhibitors; 0.01% of 330,000 active; AID 463254;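 also: potency is read from the fitted curve at half-maximal effect; plate controls were DMSO wells for no effect and full inhibition by NEM control for full effect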
Target sequence (O75604 whole entry, looked up): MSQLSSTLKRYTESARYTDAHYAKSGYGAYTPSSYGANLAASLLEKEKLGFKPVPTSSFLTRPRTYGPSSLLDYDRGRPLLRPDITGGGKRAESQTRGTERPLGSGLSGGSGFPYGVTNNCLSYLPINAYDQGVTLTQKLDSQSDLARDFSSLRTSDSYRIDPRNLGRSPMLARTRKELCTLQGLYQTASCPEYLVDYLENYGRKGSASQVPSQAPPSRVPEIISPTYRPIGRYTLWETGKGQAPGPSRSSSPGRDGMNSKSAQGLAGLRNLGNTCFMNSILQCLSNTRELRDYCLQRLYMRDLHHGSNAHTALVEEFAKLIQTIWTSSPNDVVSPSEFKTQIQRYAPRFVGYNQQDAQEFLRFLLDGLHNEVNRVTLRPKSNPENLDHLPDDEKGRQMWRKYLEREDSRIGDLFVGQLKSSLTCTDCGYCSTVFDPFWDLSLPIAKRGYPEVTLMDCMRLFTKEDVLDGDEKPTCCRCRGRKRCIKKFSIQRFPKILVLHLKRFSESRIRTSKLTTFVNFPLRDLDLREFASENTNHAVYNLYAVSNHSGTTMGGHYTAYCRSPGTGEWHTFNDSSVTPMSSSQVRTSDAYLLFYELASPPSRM
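USP2 core (10nM final) preincubated 30min RT with compound in 20mM Tris-HCl pH 8.0, 2mM CaCl2, 2mM beta-mercaptoethanol, 0.05% CHAPS; 25nM Ub-CHOP2 plus 25nM reporter substrate added, fluorescence (Ex485/Em531) read after 60min.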
PTAP TSG101 blk = blocks PTAP/TSG101 interaction to inhibit HIV-1 budding | Q99816 | Fluorescence polarization, FITC-PTAP peptide / Tsg101 binding | Potency, µM (series often up to 115 µM), inactives show top-dose activity change, negative = inhibition, usual class: inhibitors | 340,000 tested, under 10 active; active = well fitted inhibition curve with a large enough effect in the main read-out, with a control signal flat, not every such curve was filed as active; inconclusive = small, poorly fitted or top-dose-only effect, or effect the other way, or a change in a side signal; inactive = no such curve, though single readings can be large or run the other way; also: potency is read from the fitted curve at half-maximal effect; % of control where 0% means no effect
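Tsg101 binding domain (10 uM final) was mixed with compound and a FITC-labeled PTAP peptide (50 nM final) in HEPES pH 7.5 buffer with NaCl, Tween 20, EDTA and TCEP; fluorescence polarization was read after 20 min at r.t.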
p53 reactivator = re-activators of mutant p53; H1299 p53-A138V BP100-luciferase reporter, luminescence, 24 h; Potency, µM (highest dose often 92.2 µM), inactives show at the highest dose activity change, positive = activation, most hits filed as activators; 0.063% of 320,000 active; AID 504706; also: potency is read from the fitted curve at half-maximal effect; % of control where 0% means no effect; nearly all actives have a fitted effect of over 45% in size
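p53-null H1299 cells stably carrying temperature-sensitive p53-A138V and a BP100-luciferase reporter were pinned with compounds (4-point, 1:5 series) and held 24 hrs at 37 deg C. Luminescence was read 10 min after detection reagent.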
* hit, by the source's call; ? = inconclusive; / = not tested or not shown; [ ] = another dose, or the depositor's remark. Unless noted, calls follow the shape of the dose curve; as a rule, active = well fitted curve in the direction sought with a large enough effect; inconclusive = small, poorly fitted or top-dose-only effect, or another doubt; inactive = no such curve, though single readings can be large; an effect the other way counts as inactive or inconclusive. An unsorted share of the library, and some 2.6% of all compounds hit somewhere here.

Second line of a record: B2AR arrestin, TRPV1 agonist, ELG1 genotox, Eya2 inh, BRCA1 expr act, ASM inhibitor, a7 integrin act, uPA surface inh, USP2a inh, PTAP TSG101 blk, p53 reactivator
1	Cn1cnnc1SCC(=O)NC1CCCC1
 : 0.0%, -2, 0%, 1%, -1%, 0%, 5%, 3%, 0%, -2%, 19%
2	O=C(C[n+]1cccc2ccccc21)c1ccc(NC(=O)c2ccccc2)cc1
 : 0.2%, -3, -20%, 1%, -27%, -3%, 26%, -12%, 9%, ?, -5%
3	Nc1cc(-c2ccc(Br)cc2)nn1S(=O)(=O)c1cccc2nsnc12
 : -0.2%, 1, -13%, -4%, -49%, -20%, -3%, ?, -9%, -6%, -6%
4	CC(=O)NC(Cc1ccc(F)c(F)c1)C(=O)NC1CCN(C(=O)c2ccc(Cl)cc2)CC1 (stereo not drawn)
 : 0.2%, 9, 1%, 2%, -1%, 3%, -53%[inhibitor], 3%, -2%, -3%, 2%
5	COc1ccc(-n2c(=O)[nH]cc(C(=O)N3CCCc4ccccc43)c2=O)cc1
 : -0.1%, 4, 1%, -24%, 0%, 6%, 5%, -1%, -1%, -8%, -7%
6	CN1C(=O)N2CN(C3CCCCC3)CN3C(=O)N(C)C1C23 (stereo not drawn)
 : -0.4%, 1, 5%, -18%, 2%, 0%, 22%, /, 4%, 2%, 5%
7	COc1ccc2c(c1)CC(N1CCN(C)CC1)c1cc(OC)ccc1S2 (stereo not drawn)
 : /, /, /, /, -95%[inhibitor], 0%, -56%[inhibitor], -6%, /, 2%, /
8	Cc1cc(C)c(NC(=O)COc2cccnc2[N+](=O)[O-])c(C)c1
 : -0.2%, 3, 0%, 4%, -1%, -1%, ?, -12%, 1%, -1%, 2%
9	O=C1CC(c2cccc(Cl)c2)C(n2cncn2)C(=O)C1C1NCCc2ccccc21 (stereo not drawn)
 : -0.4%, 0, 0%, 16%, -24%, 0%, 7%, 2%, -1%, -4%, -1%
10	COc1cccc(CNc2cccc(C(F)(F)F)c2)c1O
 : -0.2%, 2, -8%, 11%, -15%, -1%, -6%, 6%, -1%, -3%, 4%
11	O=C(CC1Oc2ccccc2NC1=O)NCCc1ccccc1 (stereo not drawn)
 : 0.0%, -7, -1%, 2%, -45%, 2%, 6%, 8%, 1%, -5%, -1%
12	COc1ccc(-n2c(NC(=O)c3ccc(Br)o3)c(C#N)c3nc4ccccc4nc32)cc1
 : -0.5%, 13, -9%, 9%, /, /, /, /, 0%, /, ?
13	CCN1CCN(c2nc(-c3cccnc3)nc3ccccc23)CC1
 : -0.1%, -16, 9%, 6%, -15%, 5%, -38%, 6%, 0%, -6%, -26%
14	Nn1c(SCC(=O)NC2CCCc3ccccc32)nnc1-c1cccs1 (stereo not drawn)
 : -0.6%, 0, -1%, 2%, -6%, -5%, 2%, 2%, 4%, -7%, -1%
15	O=C(CSc1nnc(C2CC2)n1-c1ccccc1)NCCc1ccccc1
 : -0.8%, -1, -7%, 24%, -2%, 1%, 4%, 11%, 4%, -1%, -1%
16	O=C(NCN1C(=O)C2C3C=CC(C3)C2C1=O)Nc1ccccc1O (stereo not drawn)
 : 0.0%, -2, 2%, -19%, 27%, 3%, 18%, 3%, 3%, 1%, 3%
17	COc1ccc(Nc2nc3[nH]c(=O)cc(O)c3s2)cc1
 : 0.1%, -3, -1%, -15%, -12%, 0%, 3%, 2%, -5%, -1%, 1%
18	C=CCn1c(SCC(=O)Nc2ccccc2-c2ccccc2)nc2cc(C(=O)O)ccc2c1=O
 : 0.0%, 8, -1%, -6%, -5%, 7%, ?, 9%, -1%, 1%, -1%
19	O=C(NN=C1CCN(Cc2ccccc2)CC1)c1cc2ccccc2cc1O
 : -0.5%, 1, 1%, 0%, -17%, 0%, 14%, 0%, ?, -7%, ?
20	O=C(c1ccc(NC2=NC3CS(=O)(=O)CC3S2)cc1)N1CCN(c2ccc([N+](=O)[O-])cc2)CC1 (stereo not drawn)
 : 0.0%, -2, 4%, 1%, 0%, -13%, 12%, 3%, -1%, -3%, 1%
21	Cc1nc(SC(C(N)=O)c2ccccc2)c(C#N)c(C)c1C (stereo not drawn)
 : -0.1%, 1, 3%, 4%, 51%, 10%, -11%, -3%, 1%, -2%, 6%
22	COc1cc2c(cc1OC)[C@@H](NC(=O)CCc1ccccc1)[C@H](OCc1ccccc1)C2
 : 0.3%, /, -1%, -16%, -9%, -4%, -13%, 7%, 0%, 0%, -8%
23	CC(C)=NOc1cc(NC(=O)CCl)cc([N+](=O)[O-])c1
 : -1.3%, 6, -15%, -5%, -81%, -1%, -53%[inhibitor], -15%, 2%, -3%, -28%
24	CSCCC(NS(=O)(=O)c1ccccc1F)C(=O)NCc1cccnc1 (stereo not drawn)
 : -0.3%, 2, /, 23%, -5%, -2%, 10%, 1%, 2%, -2%, /
25	COc1ccc(-c2cc(C(F)(F)F)n3nc(C(=O)NCCCN4CCOCC4)cc3n2)cc1
 : -0.1%, 1, -3%, -8%, 0%, /, -2%, -2%, 1%, 0%, -2%
26	COc1ccccc1-c1c(C)c(C)nc(N)c1C#N
 : -0.5%, 2, 1%, 3%, -2%, 0%, 4%, -1%, 2%, -4%, -11%
27	Cc1cnc(C(=O)OCC(=O)Nc2ccc(Br)cc2F)cn1
 : 0.2%, 1, 3%, -16%, -18%, -2%, 7%, 5%, -6%, -3%, 5%
28	Cc1ccc(/C=N/N2CCN(Cc3ccc(Cl)cc3)CC2)o1
 : -0.1%, -6, -1%, 2%, 2%, -1%, -5%, 7%, -1%, 0%, 3%
29	O=C(O)[C@@H]1CCCC[C@@H]1C(=O)N1CCc2ccccc2C1CN1C(=O)c2ccccc2C1=O (stereo partly drawn)
 : -0.3%, 0, 0%, 24%[15.4 µM], -31%, -3%, ?, -2%, -2%, -6%, ?
30	CCOC(=O)N1CCN(C(=O)Cc2cccc3ccccc23)CC1
 : 0.3%, -2, 2%, 8%, -1%, -1%, -22%, 8%, 3%, -1%, -2%

As entered above.
no. 12 – B2AR arrestin = -0.5%
no. 14 – BRCA1 expr act = -6%
no. 2 – p53 reactivator = -5%

Other compounds:
Second line of a record: B2AR arrestin, TRPV1 agonist, ELG1 genotox, Eya2 inh, BRCA1 expr act, ASM inhibitor, a7 integrin act, uPA surface inh, USP2a inh, PTAP TSG101 blk, p53 reactivator
31	CCN(CC)CCCNC(=O)c1cc(-c2ccc3c(c2)OCO3)on1
 : -0.1%, -4, 4%, -30%, -26%, -1%, -24%, 3%, 0%, -1%, 3%
32	CCOC(=O)C1(C)C=C(Nc2ccc(OC)cc2)C(=O)N1c1ccc(OC)cc1 (stereo not drawn)
 : -0.1%, -5, 2%, -3%, -7%, 4%, -20%, 2%, -3%, 0%, 11%
33	COc1cc(/C=N/Nc2ncc(C(F)(F)F)cc2Cl)cc(OC)c1O
 : -0.2%, ?, -1%, -5%, -24%, -3%, 12%, -3%, 0%, -2%, 1%
34	CC(C)NC(=O)c1ccc(NC(=O)CC2SC(N3CCCC3)=NC2=O)cc1 (stereo not drawn)
 : -0.2%, 1, 1%, 4%, -16%, 1%, -16%, -5%, 2%, -1%, 6%
35	Fc1ccccc1-c1nc(-c2ccncc2)no1
 : -0.3%, 1, ?, 1%, 0%, 3%, 5%, -24%, 4%, 0%, 15%

Entries of single compounds, looked up by structure. Order of screens: B2AR arrestin	TRPV1 agonist	ELG1 genotox	Eya2 inh	BRCA1 expr act	ASM inhibitor	a7 integrin act	uPA surface inh	USP2a inh	PTAP TSG101 blk	p53 reactivator
COc1cc(/C=N/Nc2ncc(C(F)(F)F)cc2Cl)cc(OC)c1O across the screens: -0.2%	?	-1%	-5%	-24%	-3%	12%	-3%	0%	-2%	1%
CCN(CC)CCCNC(=O)c1cc(-c2ccc3c(c2)OCO3)on1 across the screens: -0.1%	-4	4%	-30%	-26%	-1%	-24%	3%	0%	-1%	3%
CC(C)NC(=O)c1ccc(NC(=O)CC2SC(N3CCCC3)=NC2=O)cc1 (stereo not drawn) across the screens: -0.2%	1	1%	4%	-16%	1%	-16%	-5%	2%	-1%	6%
Fc1ccccc1-c1nc(-c2ccncc2)no1 across the screens: -0.3%	1	?	1%	0%	3%	5%	-24%	4%	0%	15%

Source: PubChem
